From PubChem
TRPV1 agonist: activates the human vanilloid receptor TRPV1; TRPV1-expressing cells, Fluo-8 calcium influx, agonist mode; activation, % at 8.33 µM; 320,000 compounds, 0.19% hits; AID 540275; in the data active means activation above about 80%; inconclusive means between about 30% and that limit; further: 0% is about no effect
Target sequence (Q8NER1 whole entry, looked up): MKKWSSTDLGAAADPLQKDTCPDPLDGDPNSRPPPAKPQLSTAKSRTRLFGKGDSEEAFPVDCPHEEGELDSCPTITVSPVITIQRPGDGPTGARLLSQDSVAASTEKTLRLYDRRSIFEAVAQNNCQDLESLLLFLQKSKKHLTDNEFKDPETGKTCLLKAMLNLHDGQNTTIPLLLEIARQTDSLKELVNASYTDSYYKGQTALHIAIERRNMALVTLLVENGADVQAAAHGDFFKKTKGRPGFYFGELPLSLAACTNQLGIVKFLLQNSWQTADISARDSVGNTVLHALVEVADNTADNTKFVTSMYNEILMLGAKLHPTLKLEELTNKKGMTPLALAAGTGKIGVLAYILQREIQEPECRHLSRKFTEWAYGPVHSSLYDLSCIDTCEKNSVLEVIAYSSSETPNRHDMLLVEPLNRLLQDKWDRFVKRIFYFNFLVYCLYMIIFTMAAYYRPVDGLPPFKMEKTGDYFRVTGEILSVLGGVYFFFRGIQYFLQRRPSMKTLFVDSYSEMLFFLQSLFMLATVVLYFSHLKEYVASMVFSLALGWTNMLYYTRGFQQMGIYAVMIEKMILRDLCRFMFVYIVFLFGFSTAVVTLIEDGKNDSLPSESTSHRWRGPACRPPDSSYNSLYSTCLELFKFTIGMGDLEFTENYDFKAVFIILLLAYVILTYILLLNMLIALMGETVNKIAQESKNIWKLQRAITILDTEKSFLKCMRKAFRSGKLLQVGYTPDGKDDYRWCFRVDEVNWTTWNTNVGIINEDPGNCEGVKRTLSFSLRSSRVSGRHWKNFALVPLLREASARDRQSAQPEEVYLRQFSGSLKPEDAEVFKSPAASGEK
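Cells expressing TRPV1 were dye-loaded with Fluo-8 and read kinetically: 10 s baseline, 3 min after compound (agonist portion), then 2 min after EC20 capsaicin (allosteric enhancer portion). Calcium-bound dye fluorescence at 480/520 nm.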
uPA surface inh: inhibitors of cell surface uPA generation; cell surface uPA generation assay, qHTS; Potency, µM (doses to about 38.3 µM), for inactives: at the top dose activity change, negative = inhibition, usual class: inhibitors; 330,000 compounds, 0.31% hits; active means well fitted inhibition curve with a large enough effect; inconclusive means small, poorly fitted or top-dose-only effect; inactive means no such curve, though single readings can be large or run the other way; tested in mouse RAW 264.7 cells; further: potency means the concentration at half of the fitted maximal effect; on the % scale 0 is the no-effect control and ±100 the full control effect; nearly all actives have a fitted effect of over 55% in size
p53 reactivation: mutant p53 re-activation in reporter cells; 320,000 compounds, 0.063% hits; Potency, µM (highest dose often 92.2 µM), for the others: top-dose activity change, positive = activation, hits mostly activators; H1299 p53-A138V BP100-luciferase reporter, luminescence, 24 h; further: potency means the concentration at half of the fitted maximal effect; % of control where 0% means no effect; nearly all actives have a fitted effect of over 45% in size
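H1299 (p53-null), stable ts p53-A138V + BP100-Luc; 1000 cells/well, Opti-MEM/10% FBS; cpd 4 pt, 1:5; 24 h, 37 deg C, 5% CO2; detection reagent 10 min RT; luminescence.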
BRCA1 expr up: activators of BRCA1 expression; MCF7-BRCA1-FFLuc reporter, luminescence, 48 h; response scale: scaled: vehicle 0%, 10 µM genistein 100%; Potency, µM (titrated, usually from 46.1 µM), without a hit: at the highest dose activation, most hits filed as activators; 380,000 compounds, 1.1% hits; further: potency means the concentration at half of the fitted maximal effect; nearly all actives have a fitted effect of over 80% in size; some results filed as inactive show a strong effect at the top dose
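Reporter cells (MCF7, BRCA1 promoter-firefly luciferase) received library compounds across a concentration series for 48 h. End-point luminescence was measured and concentration-effect curves derived after normalization.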
PTAP TSG101 blk: blocks PTAP/TSG101 interaction to inhibit HIV-1 budding | Fluorescence polarization, FITC-PTAP peptide / Tsg101 binding | Potency, µM (doses to about 115 µM), for inactives: at the top dose activity change, negative = inhibition, most hits filed as inhibitors | 340,000 tested, under 10 active | AID 493005; active means well fitted inhibition curve with a large enough effect in the main read-out, with a control signal flat, not every such curve was filed as active; inconclusive means small, poorly fitted or top-dose-only effect, or effect the other way, or a change in a side signal; inactive means no such curve, though single readings can be large or run the other way; further: potency means the concentration at half of the fitted maximal effect; % of control where 0% means no effect
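Fluorescence polarization binding of Tsg101 binding domain (10 uM final) to FITC-labeled PTAP peptide (50 nM final) in HEPES pH 7.5 buffer with NaCl, Tween 20, EDTA, TCEP. Compounds added before peptide; binding 20 min at RT.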
ASM inhibitor: blocks human secretory acid sphingomyelinase; P17405; 340,000 compounds, 0.006% hits; placental ASM, HMU-PC fluorogenic substrate, 60 min; Potency, µM (series often up to 57.5 µM), without a hit: at the highest dose activity change, negative = inhibition, usual class: inhibitors; further: potency means the concentration at half of the fitted maximal effect
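qHTS format. ASM enzyme prepared from human placenta hydrolyses the fluorogenic substrate HMU-PC0 (9 uM final) over 60 min at 37 °C after a 10 min compound preincubation.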
a7 integrin act: activators of alpha7 integrin expression for muscular dystrophy; 350,000 compounds, 0.064% hits; Potency, µM (doses to about 38.3 µM), for inactives: at the highest dose activation, most hits filed as activators; alpha7betagal myoblasts, beta-gal FDG fluorescence, 48 h;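 further: potency means the concentration at half of the fitted maximal effect; 100% = response of the positive control SU9516; nearly all actives have a fitted effect of over 60% in size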
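alpha7betagal+/- myoblasts (passage 13, 250/well) treated 48 h at 37C with compounds at 1:260 dilution of DMSO stock. Lysed, then beta-galactosidase activity read as FDG fluorescence (ex 480/em 540) after 30 min, with pre-read for autofluorescence.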
ELG1 genotoxic: genotoxicity induction in ELG1-luciferase HEK293T cells; HEK293T ELG1-luciferase reporter, luminescence, 16 h; Potency, µM (top dose mostly 46 µM), for the others: at the highest dose activity change, positive = activation, most hits filed as activators; 330,000 compounds, 1.3% hits; AID 504466; further: potency means the concentration at half of the fitted maximal effect; % of control where 0% means no effect; nearly all actives have a fitted effect of over 60% in size
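ELG1-luciferase HEK293T cells, 2,000/well; compound pinned in; 16 hr, 37 °C, 5% CO2; ONE-Glo, 30 min RT; luminescence on CCD imager.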
Eya2 inh: Eya2 (human) phosphatase inhibition; recombinant Eya2, OMFP fluorescence dephosphorylation (OMFP is methylfluorescein phosphate); Potency, µM (doses to about 76.9 µM), for inactives: at the top dose activity, negative = inhibition, actives largely listed as inhibitors; 330,000 compounds, 0.006% hits; further: potency means the concentration at half of the fitted maximal effect; on the % scale 0 is the no-effect control and ±100 the full control effect
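Eya2 (0.2 uM) preincubated 10 min at ambient with compound, then OMFP substrate added at 50 uM; 10 min reaction in 50 mM HEPES pH 7.5, 50 mM NaCl, 5 uM MgCl2, 0.05% BSA, 1 mM DTT. Fluorescence read at Ex 485/Em 525 nm.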
B2AR arrestin: beta2AR (human) beta-arrestin recruitment activity; beta-arrestin recruitment to beta2AR, cell-based reporter; 330,000 compounds, 0.02% hits; AID 492947; Potency, µM (titrated, usually from 46.1 µM), for the others: at the highest dose activation, hits mostly activators;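 further: potency means the concentration at half of the fitted maximal effect; 0% = DMSO controls and full agonism = EC100 isoproterenol or metaproterenol; nearly all actives have a fitted effect of over 65% in size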
USP2a inh: inhibitors of human ubiquitin-specific protease USP2a; O75604; USP2 core, Ub-CHOP2 coupled fluorogenic reporter, 485/531; Potency, µM (titrated, usually from 38.3 µM), inactives show at the highest dose activity change, negative = inhibition, actives largely listed as inhibitors; 330,000 compounds, 0.01% hits; AID 463254;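 further: potency means the concentration at half of the fitted maximal effect; plate controls were DMSO wells for no effect and full inhibition by NEM control for full effect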
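Deubiquitinase activity read as fluorescence (485/531 nm) after Ub-CHOP2 cleavage activates the enterokinase reporter on its substrate; USP2 core 10nM, Ub-CHOP2 and substrate 25nM each, 30min compound preincubation then 60min RT; data normalized to NEM, curves fitted.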
The depositor's hits bear a star; ? = inconclusive; . = not tested or not shown; [ ] = dose if it differs, or a comment. Unless noted, the call rests on the fitted dose curve; in most records, active means well fitted curve in the direction sought with a large enough effect; inconclusive means small, poorly fitted or top-dose-only effect, or another doubt; inactive means no such curve, though single readings can be large; an effect the other way counts as inactive or inconclusive.

SMILES	TRPV1 agonist	uPA surface inh	p53 reactivation	BRCA1 expr up	PTAP TSG101 blk	ASM inhibitor	a7 integrin act	ELG1 genotoxic	Eya2 inh	B2AR arrestin	USP2a inh
CCN(CC(=O)Nc1ccc(OC)cc1)C(=O)c1ccc([N+](=O)[O-])cc1	-1	-2%	7%	-1%	-15%	-2%	12%	1%	11%	0.5%	0%
COc1ccccc1C1=NC(c2ccc(C)cc2)N=C1C (stereo not drawn)	?	-14%	12%	10µM*	-1%	3%	4%	-8%	-6%	-0.1%	2%
Cc1ccc(CNC(=O)CCNS(=O)(=O)c2ccc3c(c2)c(=O)n(C)c(=O)n3C)cc1	-1	4%	5%	-5%	.	-2%	-14%	-3%	9%	-0.3%	-1%
COC(=O)Cc1cc(=O)n2[nH]c(C(F)(F)F)nc2n1	-6	6%	1%	6%	0%	1%	16%	-1%	14%	-0.5%	2%
COc1cc(/C=N/NC(N)=S)ccc1OCc1ccc(C)cc1	4	5%	?	-35%	-1%	-5%	-20%	9%	-11%	-1.7%	0%
CCOn1c(=O)c(=O)n(O)c2ccccc21	4	-3%	4%	0%	-2%	-1%	0%	-2%	8%	3.1%	-1%
COC(=O)C1=C(C)Nc2c(c(=O)n(C)c(=O)n2C)C1c1cccs1 (stereo not drawn)	1	8%	3%	5%	0%	11%	15%	4%	-2%	-0.9%	-1%
CCC(=O)N1CCc2cc(Br)cc(S(=O)(=O)NCCN3CCCCC3CC)c21 (stereo not drawn)	1	0%	?	9%	-8%	3%	-32%	2%	-25%	-0.1%	0%
CC(=O)/C=C/n1c(=S)oc2ccccc21	4	16%	-26%	-79%	0%	0%	?	-11%	4%	?	5%
O=C(NN1C(=O)C2C(C1=O)C1C=CC2C12CC2)c1ccccc1 (stereo not drawn)	-3	-19%	-1%	-1%	-2%	3%	-10%	-1%	-7%	0.4%	0%
Cc1ccc(SCCC(=O)OCn2nnc3ccccc3c2=O)cc1	17	4%	1%	1%	2%	-5%	5%	-1%	2%	0.3%	1%
O=C(CSc1nnc(-c2ccccc2O)o1)N1CCOCC1	22	-5%	?	86%	-9%	-1%	-7%	?	-25%	-0.3%	-1%
CC1SCC(NC(=O)c2cccc(Cl)c2)CS1 (stereo not drawn)	?	-2%	5%	0%	-1%	0%	-29%	2%	-2%	-0.2%	1%
COc1ccccc1C(C#N)N1N=C(C)CC1(C)C (stereo not drawn)	0	0%	4%	0%	-2%	3%	7%	1%	-1%	0.0%	1%
CN(C)c1nc(=NCc2cccs2)ss1	.	-7%	.	-2%	-6%	-3%	-55%[inhibitor]	.	.	.	.
CCOC(=O)c1c(C)n(C)c2ccc(O)c(CN3CCN(C)CC3)c12	0	-8%	3%	-8%	1%	-2%	-50%[inhibitor]	7%	10%	-0.3%	-1%
CCC(C)(C)C1CCc2nc3ccccc3c(C(=O)OC(C)C(=O)Nc3c(C)n(C)n(-c4ccccc4)c3=O)c2C1 (stereo not drawn)	-1	-14%	-2%	-55%	0%	-2%	-15%	-8%	0%	0.1%	3%
C[C@H]1CN=C(N(C)C)N1CCc1ccc(F)cc1	-2	-4%	2%	2%	-1%	38%	-11%	0%	0%	0.2%	1%
CN(C)/C=C/c1c(C#N)c(=O)ncn1Cc1ccccc1	1	3%	6%	6%[1.84 µM]	-8%	-4%	-9%	8%	-3%	0.4%	-2%
COc1ccc(/C=C/C(=O)O/N=C(\N)c2cccnc2)cc1OC	-1	-12%	8%	28%	-1%	4%	-22%	11%	18%	-0.3%	0%

Ordered by molecular weight (descending): some entries from above.
SMILES	TRPV1 agonist	uPA surface inh	p53 reactivation	BRCA1 expr up	PTAP TSG101 blk	ASM inhibitor	a7 integrin act	ELG1 genotoxic	Eya2 inh	B2AR arrestin	USP2a inh
COc1ccc(/C=C/C(=O)O/N=C(\N)c2cccnc2)cc1OC	-1	-12%	8%	28%	-1%	4%	-22%	11%	18%	-0.3%	0%
O=C(CSc1nnc(-c2ccccc2O)o1)N1CCOCC1	22	-5%	?	86%	-9%	-1%	-7%	?	-25%	-0.3%	-1%
C[C@H]1CN=C(N(C)C)N1CCc1ccc(F)cc1	-2	-4%	2%	2%	-1%	38%	-11%	0%	0%	0.2%	1%

Following part.
SMILES	TRPV1 agonist	uPA surface inh	p53 reactivation	BRCA1 expr up	PTAP TSG101 blk	ASM inhibitor	a7 integrin act	ELG1 genotoxic	Eya2 inh	B2AR arrestin	USP2a inh
COc1ccc(NC(C)C(=O)N/N=C/c2cc(Br)ccc2OC)cc1 (stereo not drawn)	-4	3%	-2%	0%	-5%	-3%	-46%[inhibitor]	-5%	10%	-0.2%	-12%
COc1ccc(S(=O)(=O)N2CCN(C(c3ccccc3)c3ccccc3)CC2)cc1NC(C)=O	1	0%	5%	18%	-5%	10%	5%	-2%	2%	-0.9%	-1%
O=C(COC(=O)c1ccccc1OCc1ccccc1Cl)NC1CCS(=O)(=O)C1 (stereo not drawn)	.	-5%	-4%	1%	-6%	0%	30%	-2%	-24%	-2.7%	2%
CCCc1noc2c1/C(=N\O)CCC2	-4	-4%	2%	8%	-7%	-2%	9%	3%	?	0.2%	-1%
O=C(O)c1ccc(N/N=C/C2=C(N3CCOCC3)C(=C\c3ccccc3)/CC2)cc1	6	2%	12%	0%	?	40%[activator]	-38%	4%	4%	-0.3%	3%
Cc1ccc(C)c(S(=O)(=O)N2CCCCC2CCNC(=O)C(=O)NCCc2ccco2)c1 (stereo not drawn)	19	?	-7%	-22%	-2%	-1%	7%	-4%	-23%	0.2%	-1%
COC(=O)C1=C(C)N(CCCC(=O)O)C(=O)NC1c1ccc(Br)cc1 (stereo not drawn)	6	0%	10%	4%	-4%	6%	24%	0%	7%	0.4%	1%
Cc1nc2sc(C)c(C)c2c(=O)[nH]1	0	2%	-4%	-1%	-2%	3%	-7%	4%	-5%	-3.4%	-1%
Nc1nc(NCCO)nc(NC2CCCCC2)c1[N+](=O)[O-]	10	8%	-1%	-19%	-3%	0%	0%	5%	7%	0.4%	-7%
Cc1ccc(C)c(S(=O)(=O)N2CCN(C(=O)CCc3c[nH]c4ccccc34)CC2)c1	26	?	-6%	8%	-2%	-3%	-4%	-1%	-1%	-0.5%	-5%
COc1cccc(NC(=O)CN2C(=O)CSc3ccc(S(=O)(=O)N4CCC(C)CC4)cc32)c1	?	-2%	-5%	-25%	0%	-10%	-26%	1%[9.26 µM]	16%	0.3%	-4%
O=C(NNC(=O)c1ccc([N+](=O)[O-])cc1)c1ccc(Br)cc1	4	6%	-5%	-17%	1%	-1%	-18%	5%	-9%	-1.0%	1%
Cc1cccc(C(=O)NNC(=O)/C=C/C(=O)O)c1	?	-7%	?	-22%	2%	0%	1%	1%	-5%	0.1%	9%
CCOc1ccc(OCC)c(N=c2oc3c(C)ncc(CO)c3cc2C(N)=O)c1	-2	2%	15%	-4%	-2%	0%	20%	-1%	6%	-1.5%	-4%
CCN(CC)c1ccc2cc(C(=O)NNC(=O)c3ccc(S(=O)(=O)N4CCCCC4)cc3)c(=O)oc2c1	1	0%	-8%	2%	?	21%	28%	-1%	-5%	-0.1%	2%
CCCCNC(=O)C1CCN(S(=O)(=O)c2c(C)noc2/C=C\c2ccc(OC)cc2)CC1	.	4%	-3%	-27%	-2%	24%	2%	10%	13%	0.0%	3%
CCCOc1ccc(/C=C2\SC(N)=NC2=O)cc1OC	-2	1%	-2%	-40%	4%	41%[activator]	-34%	?	-2%	-0.2%	1%
Cc1ccccc1/C=C/c1nc2ccccc2c(=O)n1Cc1ccccc1	9	6%	2%	-16%	-1%	0%	14%	0%	5%	-0.3%	1%
O=C(CCCc1ccccc1)Nc1ccnn1C1CCN(Cc2ccc(CO)o2)CC1	7	20%	15%	-16%	-4%	6%	15%	-6%	-1%	-0.7%	1%
CC(=O)N(c1ccccc1)C(C)c1nc(C#N)c(C#N)nc1C (stereo not drawn)	5	-6%	-27%	-1%	-1%	-1%	11%	1%	5%	?	5%
CC1Cc2ccccc2N1C(=O)COc1ccc2c(c1)OCO2 (stereo not drawn)	18	-2%	7%	3.2µM*	-5%	0%	0%	?	7%	0.2%	4%
CC(C)N1C2OC(C3OC4C(O3)N(C(C)C)S(=O)(=O)N4C(C)C)OC2N(C(C)C)S1(=O)=O (stereo not drawn)	0	-3%	-5%	2%	0%	-1%	25%	1%	-9%	-0.6%	0%
COc1cccc(CN(C)CC(=O)Nc2cccc(S(N)(=O)=O)c2)c1OC	2	1%	1%	-15%	0%	2%	0%	1%	-27%	-3.8%	5%
CC(=O)c1c(C(C)=O)c(C)n(NC(=O)c2cccnc2)c1C	0	0%	-2%	6%	-9%	7%	9%	1%	4%	-0.1%	5%
Cc1cccc(C(=O)NC2CCN(C(=O)N3CCOCC3)CC2)c1	15	-2%	6%	4%	-1%	-5%	12%	1%	-7%	-0.1%	-4%
